TSG101-PTAP inh – blocks PTAP/TSG101 interaction to inhibit HIV-1 budding | AID 493005 | 340,000 tested, under 10 active | Q99816 | Fluorescence polarization, FITC-PTAP peptide / Tsg101 binding | Potency, µM (top dose mostly 115 µM), without a hit: top-dose activity change, negative = inhibition, most hits filed as inhibitors; active = well fitted inhibition curve with a large enough effect in the main read-out, with a control signal flat, not every such curve was filed as active; inconclusive = small, poorly fitted or top-dose-only effect, or effect the other way, or a change in a side signal; inactive = no such curve, though single readings can be large or run the other way; note: potency is the fitted concentration of half-maximal effect; % of control where 0% means no effect
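FP read-out: FITC-PTAP peptide, 50 nM final, binding Tsg101 binding domain, 10 uM final; 20 min, r.t.; 10 mM HEPES pH 7.5, 0.15 M NaCl, 0.01% Tween 20, 3 mM EDTA, 0.1 mM TCEP.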
TCR activator – T cell receptor activation; primary human leukocytes, anti-CD3, IL-2 HTRF, 48 h; Potency, µM (titrated, usually from 9.22 µM), without a hit: at the highest dose activation of IL-2 secretion, usual class: activators; 330,000 tested, under 10 active; AID 504894; note: % of control where 0% means no effect
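Primary human leukocytes were stimulated with a-CD3 beads plus compounds for 48 hr without co-stimulation; secreted IL-2 was quantified by HTRF using a-IL-2-K (europium cryptate) and a-IL-2-d2, excited at 320nm with acceptor emission read at 665nm.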
Mito fusion act – blocks mitochondrial division or promotes mitochondrial fusion. 320,000 compounds, 0.23% hits. AID 485298. Potency, µM (doses to about 46.1 µM), for the others: at the top dose growth rescue (activation), usual class: activators. S. cerevisiae fusion-defective mutant growth rescue, CellTiterGlo 48 h;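 note: potency is the fitted concentration of half-maximal effect; % of control where 0% means no effect; nearly all actives have a fitted effect of over 45% in size; temperature-sensitive fusion mutants such as fzo1-1 at 37 °C on non-fermentable ethanol glycerol medium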
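Growth-rescue viability read-out: after 48 h at the non-permissive 37C in glycerol/ethanol YPEG, yeast mitochondrial fusion mutants are measured by CellTiterGlo luminescence; compounds (23 nl pinned per well) restoring growth score as division inhibitors or fusion activators.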
AT treatment – candidate therapy for ataxia-telangiectasia; […] A-T fibroblasts, KAP-1 phosphorylation AlphaLISA; neocarzinostatin DNA damage 30 min before lysis; Potency, µM (series often up to 57.5 µM), without a hit: at the highest dose activation, actives largely listed as activators; 320,000 compounds, 0.19% hits; AID 485349; note: potency is the fitted concentration of half-maximal effect; % of control where 0% means no effect; nearly all actives have a fitted effect of over 45% in size
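hTERT-immortalized A-T patient fibroblasts ([…]), 500 cells/well in OPTI-MEM, 1% FBS, got compounds for 60 min, then NCS for 30 min at 37C. Lysates were then assayed for phospho-KAP-1 by AlphaLISA (anti-pKAP1 donor, anti-KAP1 acceptor beads), 6 hr at 25C.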
TSHR antag – antagonists of human thyroid stimulating hormone receptor; 330,000 compounds, 0.2% hits; P16473; TSHR-expressing cells, TSH-stimulated cAMP HTRF, 2 h; active compounds read low; AID 504810; activity change, negative = inhibition, % at 11.5 µM;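 active = activity change below a set negative limit, meaning inhibition stronger than a set level, cut at about -70% in these data; inconclusive = activity change between two set negative limits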; note: % is set by controls: 0 for no effect and ±100 for the full control effect
Target sequence (P16473 whole entry, looked up): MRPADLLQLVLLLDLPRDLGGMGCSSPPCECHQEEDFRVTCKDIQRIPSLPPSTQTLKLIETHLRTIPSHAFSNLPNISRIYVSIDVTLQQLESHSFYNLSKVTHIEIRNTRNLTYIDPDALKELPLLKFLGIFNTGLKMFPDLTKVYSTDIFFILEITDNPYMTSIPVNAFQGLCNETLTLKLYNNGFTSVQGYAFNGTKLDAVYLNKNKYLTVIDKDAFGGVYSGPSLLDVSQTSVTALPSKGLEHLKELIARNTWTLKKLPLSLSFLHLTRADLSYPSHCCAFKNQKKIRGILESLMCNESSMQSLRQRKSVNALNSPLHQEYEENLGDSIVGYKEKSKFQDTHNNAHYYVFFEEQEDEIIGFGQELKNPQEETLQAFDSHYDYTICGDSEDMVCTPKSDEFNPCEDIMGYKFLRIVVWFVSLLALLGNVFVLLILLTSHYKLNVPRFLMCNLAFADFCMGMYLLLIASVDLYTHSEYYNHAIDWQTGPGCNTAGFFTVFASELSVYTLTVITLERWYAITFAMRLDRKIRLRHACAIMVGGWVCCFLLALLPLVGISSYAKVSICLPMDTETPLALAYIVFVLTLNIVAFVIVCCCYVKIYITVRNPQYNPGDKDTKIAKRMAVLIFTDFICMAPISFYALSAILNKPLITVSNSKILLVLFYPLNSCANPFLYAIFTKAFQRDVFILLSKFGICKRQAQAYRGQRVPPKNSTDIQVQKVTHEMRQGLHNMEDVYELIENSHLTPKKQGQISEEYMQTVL
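Freshly harvested TSHR cells receive pin-tooled compound, then EC80 TSH at 4nM final. After 2 hours at 37 deg C, antibody in lysis buffer and cAMP-d2 are added; 30 minutes at ambient temperature precede the HTRF read.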
Menin-MLL TR inh – displaces Texas Red mutant MLL peptide from human menin | O00255 | Menin + Texas Red MLL mutant peptide, fluorescence polarization | Potency, µM (top dose mostly 61.6 µM), inactives show at the top dose FP activity change, negative = inhibition, actives largely listed as inhibitors | 270,000 compounds, 0.23% hits | AID 1768; active = well fitted inhibition curve with a large enough effect in the polarisation, with a control signal flat, not every such curve was filed as active; inconclusive = small, poorly fitted or top-dose-only effect, or effect the other way, or a change in a side signal; inactive = no such curve, though single readings can be large or run the other way; the % refers to the polarisation; note: potency is the fitted concentration of half-maximal effect; % of control where 0% means no effect; many of its hits are not listed in these tables
Integrin act MD – activators of alpha7 integrin expression for muscular dystrophy; alpha7betagal myoblasts, beta-gal FDG fluorescence, 48 h; 350,000 compounds, 0.064% hits; Potency, µM (series often up to 38.3 µM), for the others: at the highest dose activation, hits mostly activators;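 note: potency is the fitted concentration of half-maximal effect; 100% = response of the positive control SU9516; nearly all actives have a fitted effect of over 60% in size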
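alpha7betagal+/- myoblasts (passage 13, 250/well) treated 48 h at 37C with compounds at 1:260 dilution of DMSO stock. Lysed, then beta-galactosidase activity read as FDG fluorescence (ex 480/em 540) after 30 min, with pre-read for autofluorescence.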
S-ASM inh – inhibitors of human secretory acid sphingomyelinase. placental ASM, HMU-PC fluorogenic substrate, 60 min. Potency, µM (titrated, usually from 57.5 µM), for inactives: at the top dose activity change, negative = inhibition, usual class: inhibitors. 340,000 compounds, 0.006% hits; note: potency is the fitted concentration of half-maximal effect
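Human placenta-derived ASM preincubated with compound 10 min at room temperature, then reacted with 9 uM (final) fluorogenic HMU-PC substrate for 60 min at 37 C. Stop solution raises pH to 10; fluorescence read at Ex 386/Em 447 nm.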
MBNL1-CUG inh – MBNL1-poly(CUG) RNA binding inhibition | Q9NR56 | TR-FRET MBNL1-His/biotin-(CUG)12 binding, 665/545 ratio | Potency, µM (highest dose often 57.5 µM), without a hit: top-dose activity change, negative = inhibition, actives largely listed as inhibitors | 280,000 compounds, 0.036% hits | AID 2675; active = well fitted inhibition curve with a large enough effect in the signal ratio, with a control signal flat, not every such curve was filed as active; inconclusive = small, poorly fitted or top-dose-only effect, or effect the other way, or a change in a side signal; inactive = no such curve, though single readings can be large or run the other way; the % refers to the signal ratio; note: potency is the fitted concentration of half-maximal effect; % is set by controls: 0 for no effect and ±100 for the full control effect
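His-tagged MBNL1 binding to biotinylated (CUG)12 RNA was measured by TR-FRET using terbium anti-His antibody (0.055 ng/ul final) and streptavidin-XL665 (5 nM final). Compounds were titrated 92 nM to 58 uM; 60 min at room temperature.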
MLL CXXC-DNA inh – inhibitors of human MLL CXXC domain-DNA interaction; MLL-CXXC / FITC-HOXA9 DNA fluorescence polarization; 290,000 compounds, 0.037% hits; Q03164; AID 2662; Potency, µM (doses to about 115 µM), for the others: at the top dose activity change, negative = inhibition, most hits filed as inhibitors; active = well fitted inhibition curve with a large enough effect in the polarisation, with a control signal flat, not every such curve was filed as active; inconclusive = small, poorly fitted or top-dose-only effect, or effect the other way, or a change in a side signal; inactive = no such curve, though single readings can be large or run the other way; the % refers to the polarisation; note: potency is the fitted concentration of half-maximal effect
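Purified MLL-CXXC (added from a 7 uM solution) was preincubated 5 min at ambient with pinned compounds in 50 mM Tris-HCl pH 7.5, 50 mM NaCl, 1 mM DTT, 0.05% BSA. Fluorescein-labeled HOX-A9 DNA (50 nM solution) followed, 30 min, then polarization read.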
An asterisk follows results filed as active; ? = inconclusive; . = not tested or not shown; [ ] = another dose, or the depositor's remark. Unless noted, calls come from the whole dose curve; as a rule, active = well fitted curve in the direction sought with a large enough effect; inconclusive = small, poorly fitted or top-dose-only effect, or another doubt; inactive = no such curve, though single readings can be large; an effect the other way counts as inactive or inconclusive. An excerpt; rates above refer to the full screens.

SMILES	TSG101-PTAP inh	TCR activator	Mito fusion act	AT treatment	TSHR antag	Menin-MLL TR inh	Integrin act MD	S-ASM inh	MBNL1-CUG inh	MLL CXXC-DNA inh
COC(=O)C1=C(C(=O)OC)[C@]2([C@@H]3CCCCN[C@@H](Cc4ccccc4)C(=O)N3Cc3ccccc3)C=C[C@H]1O2	-4%	5%	.	.	.	.	-2%	-8%	.	.
CC(=O)OCC1OC(COC(C)=O)(c2ccc(C)cc2)C(OC(C)=O)C1OC(C)=O (stereo not drawn)	-3%	-3%	.	.	.	.	19%	0%	.	.
O=C(N1CCOCC1)N1c2ccccc2Sc2ccccc21	-2%	2%	5%	5%	-4	-2%	37%	0%	-5%	2%
CCC(C)n1c(=S)[nH]c2c(sc3ccc([N+](=O)[O-])cc32)c1=O (stereo not drawn)	0%	3%[46.1 µM]	?	7%	-4	11%	-2%	-20%	?	5%
O=C(C[C@@H]1C/C=C\C[C@H](Cc2ccc(F)cc2)C(=O)OC[C@@H]2CCCN2C1=O)N[C@H](CO)Cc1ccccc1	.	12%	.	2%	0	.	-3%	8%	.	.
O=C(O)c1cc(-c2cc3ccccc3o2)nn1-c1ccccc1	-8%	-1%	-4%	0%	-10	12%	8%	10%	0%	0%
COc1ccc(S(=O)(=O)N2CCOCC2)cc1NC(=O)CCCOc1ccc(Cl)cc1C	1%	-26%	9%	-5%	-2	.	-30%	-10%	.	.
O=C(COC(=O)C1(c2ccccc2F)CCCC1)N1CCNC1=O	-3%	0%	3%	5%	4	.	-1%	2%	.	.
COCCCNC(=O)CSc1nc2ccccc2c(=O)n1CCCC(=O)NCC1CCCO1 (stereo not drawn)	-2%	-1%	1%	-10%	-1	1%	6%	1%	-10%	-6%
N#CC1=C(N)Oc2cc(O)ccc2C1C1CCCCC1 (stereo not drawn)	-1%	1%	13%	-2%	-27	11%	0%	428%	17%	8%
O=[N+]([O-])c1cccc(N(CC2CO2)S(=O)(=O)c2ccccc2)c1 (stereo not drawn)	-5%	1%	-11%	4%	2	16%	8%	-4%	12%	-1%
CC(=O)Nc1sc(/C(C#N)=C/c2ccc(Cl)c(Cl)c2)nc1-c1ccc(C)cc1	?	8%[46.1 µM]	6%	16µM*	14	?	-19%	-9%	?	-2%
COc1ccc(C(=O)CCc2ccccc2)c(O)c1	0%	3%	.	.	.	.	3%	7%	.	.
O=C(CN(Cc1ccco1)C(=O)CNS(=O)(=O)c1ccccc1)NC1CCCCC1	-2%	-4%	1%	1%	-7	3%	9%	2%	-4%	-5%
CCOc1cc(N2CCOCC2)c(OCC)cc1NC(=O)c1oc2ccccc2c1C	-1%	5%	4%	6%	-1	-12%	22%	-1%	-2%	3%
CCC(CC)C(=O)c1c[nH]c(C(=O)NCc2cccnc2)c1	-1%	-20%	-2%	2%	-2	-1%	1%	5%	-2%	-2%
O=C(O)c1ccccc1/C=N/NC(=O)C1CCCCC1	0%	2%	8%	3%	2	.	21%	3%	-1%	1%
CCOC(=O)N1CCC(NC(=O)c2ccc3c(c2)ncn3C2CCCC2)CC1	-6%	5%	-2%	11%	19	-11%	6%	-3%	-11%	0%
COc1cccc(OCCCn2ccnc2)c1	-1%	13%	-5%	3%	-6	-2%	3%	1%	4%	2%
Cc1nnc(NC(=O)CSc2nc3c(c(=O)n2CCc2ccccc2)SC(C)C3)s1 (stereo not drawn)	-3%	7%	-2%	5%	4	-1%	1%	0%	3%	8%
CCCCS(=O)(=O)N1CN(S(=O)(=O)CCCC)C2NC(=O)NC21 (stereo not drawn)	-2%	4%	-3%	7%	9	-13%	2%	-2%	8%	7%
CCOc1ccccc1N(CC(=O)N(C)Cc1ccccc1)S(=O)(=O)c1ccccc1	-4%	8%	0%	5%	9	.	-5%	1%	-3%	-10%
Cc1ccccc1CN1C(=O)c2ccccc2Sc2ccc(C(=O)NCCCN3CCOCC3)cc21	-10%	9%	3%	-2%	-1	.	-7%	-2%	-4%	-4%
CCCn1c(SC(C(=O)Nc2cc(C)ccc2OC)c2ccccc2)nc2ccccc2c1=O (stereo not drawn)	-4%	-1%[46.1 µM]	14%	-2%	7	-1%	-11%	-23%	-12%	2%
Cc1cccc(OCCC(=O)Nc2nnc(C)s2)c1	1%	-3%	-5%	-7%	4	-1%	-21%	-2%	0%	3%
CC(=O)N1CCN(C(=O)c2cc(S(=O)(=O)N3CCN(c4ccccc4)CC3)ccc2Cl)CC1	0%	-41%	13%	1%	0	.	-9%	1%	.	.
Cn1c(=O)n(-c2ccccc2)c(=O)c2c3c(sc21)COC(C)(C)C3	5%	9%	5%	2%	0	-11%	0%	4%	-7%	8%
O=C(O)CCCc1nc(-c2ccccc2)no1	-2%	-3%	-4%	6%	2	9%	0%	5%	-2%	-5%
CC(C)CC(C(=O)Oc1ccc2c3c(c(=O)oc2c1)CCC3)N1C(=O)c2ccccc2C1=O (stereo not drawn)	-2%	0%	-4%	-6%	-5	5%	-30%	295%[activator]	1%	14%
O=C(CC1COc2ccccc2O1)Nc1ccccn1 (stereo not drawn)	-7%	7%	-6%	9%	1	19%	18%	0%	-9%	-2%
COc1ccc(CCC(=O)OCC(=O)Nc2c(C)nn(-c3ccccc3)c2C)cc1	-2%	9%	1%	11%	4	.	6%	3%	.	.
O=Cc1c(Sc2ccccn2)nc2ccccn2c1=O	-6%	1%[46.1 µM]	0%	.	8	24%	-44%[inhibitor]	0%	?	?
COc1ccccc1/C=N\Nc1cc(C)nc(-n2nc(C)cc2C)n1	1%	-3%[46.1 µM]	-8%	12%	-11	-1%	-42%	-8%	3%	-3%
O=C(c1ccc(Cl)c(S(=O)(=O)N2CCCC2)c1)N1CCN(c2ccccn2)CC1	-6%	-3%	-1%	2%	-11	1%	-18%	0%	1%	-15%
CC(C)OCCCNC(=O)CN1C(=O)COc2ccc(S(=O)(=O)N3CCCCCC3)cc21	0%	-7%	0%	3%	2	-9%	-1%	2%	-2%	.
Cc1nn(CC(=O)NC2CCC(C)CC2)c(=O)c(C#N)c1C (stereo not drawn)	0%	2%	-5%	13%	10	.	-8%	3%	.	.
O=C(COc1ccc(/C=N/NS(=O)(=O)c2ccccc2)cc1)Nc1cccc(Cl)c1	-7%	8%	0%	5%	0	?	4%	-14%	-3%	-10%
Cc1ccsc1C(=O)OCC(=O)NC1CCS(=O)(=O)C1 (stereo not drawn)	-1%	1%	-3%	1%	-7	0%	-12%	2%	-4%	-4%
O=C(CN1C(=O)NC2(CCCC2)C1=O)NNC(=O)c1ccc(F)cc1	-7%	10%	-3%	-1%	9	.	42%	0%	.	.
Cc1cccc(-n2ccnc2CN2CCN(C(C)C)C(CCO)C2)c1 (stereo not drawn)	-4%	4%	0%	2%	2	.	-3%	-2%	-2%	10%
Cc1ccc[n+](CC(=O)c2ccc(-c3ccccc3)cc2)c1	0%	-9%[46.1 µM]	-11%	4%	5	-3%	-5%	2%	.	4%
CCCCSc1nc2c(c(=O)[nH]c(=O)n2C)n1CCc1ccccc1	0%	-15%	16%	0%	1	-1%	36%	4%	-1%	-1%
CN(C(=O)c1ccc(OC2CCN(CCc3ccccc3)CC2)cc1)C1CCCCC1	1%	10%	6%	3%	-4	?	-34%	6%	4%	13%
O=c1c2ccccc2nc(SCc2ccccc2F)n1C1CCCC1	-2%	11%[46.1 µM]	-3%	-3%	2	1%	34%	-2%	5%	12%
CC(=O)Nc1ccc(N2CCN(c3ccc(C(F)(F)F)cn3)CC2)nc1	2%	10%	0%	6%	5	.	33%	-3%	-3%	-5%
CC(C)C[C@@H](CN=[N+]=[N-])N1CCN(Cc2ccccc2)CCC1=O	-1%	-4%	0%	-5%	-1	-5%	-6%	4%	0%	-8%

Source: PubChem
